Granule exo inh: lytic granule exocytosis inhibition. TALL-104 LAMP-1 surface exposure, flow cytometry; cells stimulated with thapsigargin and PMA. inhibition, % at 10 µM. 0.66% of 360,000 active. AID 651702;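 active = inhibition above about 55%, limit read from the data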
MC4R antag cAMP: antagonists of human melanocortin 4 receptor (MC4R) | P32245 | MC4R-expressing cells, MTII-stimulated cAMP, LANCE TR-FRET | inhibition, % at 6.5 µM | 0.48% of 360,000 active | AID 540295;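 active = inhibition above its plate's cutoff, the mean of tested wells on that plate plus 3 SD, cut at about 29% in these data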;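 note: 0% = Melanotan II alone and 100% = Melanotan II plus saturating MCL0020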
Target sequence (P32245 whole entry, looked up): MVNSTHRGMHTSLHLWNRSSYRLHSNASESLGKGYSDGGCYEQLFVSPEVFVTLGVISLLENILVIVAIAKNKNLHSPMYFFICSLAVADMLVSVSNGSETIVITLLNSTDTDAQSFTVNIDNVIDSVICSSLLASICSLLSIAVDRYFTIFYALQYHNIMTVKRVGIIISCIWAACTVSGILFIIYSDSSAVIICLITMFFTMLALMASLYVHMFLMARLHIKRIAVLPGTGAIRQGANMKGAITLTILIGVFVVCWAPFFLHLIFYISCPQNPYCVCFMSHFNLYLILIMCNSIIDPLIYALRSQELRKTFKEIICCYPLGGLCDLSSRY
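system = U2OS cells with stable human MC4R expression | also added = Melanotan II challenge after compound preincubation | dosing = one concentration, 6.5 µM nominal | incubation = compound 30 min, challenge 1 h, detection 1 h | measured by = TR-FRET with Eu-cAMP and labeled anti-cAMP, 671 nm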
N-glyco inh: N-linked glycosylation inhibition | 0.23% of 360,000 active | reporter increase, % at 12.5 µM | D54 ERlucT glycosylation luciferase reporter, 24 h; percent of 100 nM tunicamycin response | AID 588692;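 active = mean luciferase reporter signal, scaled so untreated is 0 and the glycosylation-blocking control 100, at or above a set limit in every replicate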;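 note: luciferase carries N-glycosylation sites so blocking glycosylation raises the light; 0% = median of neutral control wells and 100% = median of 100 nM tunicamycin wells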
Vif imaging: inhibitors of HIV Vif. HEK293T cells, Vif self-association by quenched fluorescence, imaging, 24 h. inhibition, % at 7.49 µM. 0.35% of 340,000 active; in the data active = inhibition above about 50%, passing the limit was not always enough; note: some results filed as inactive read as strong as hits
ABHD5 PLIN5 PPI: inhibitors of human ABHD5-perilipin-5 interaction | inhibition, % at 4 µM | Q00G26+Q8WTS1 | 0.78% of 360,000 active | Split G. princeps luciferase complementation, luminescence, 4 h | AID 602281;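 active = inhibition above the mean inhibition across every tested compound plus 3 SD, cut at about 22% in these data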;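 note: 0% = DMSO only wells and the 100% control is not disclosed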
TLR9-MyD88 block: TLR9-MyD88 interaction inhibition. Q9NR96+Q99836. CHO BLA complementation TLR9-MyD88, CCF4 FRET ratio. inhibition, % at 4.98 µM. 0.21% of 340,000 active;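 active = inhibition above the mean over all tested compounds plus 3 SD, cut at about 21% in these data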;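 note: 0% = DMSO only wells and 100% = clavulanate BLA inhibitor control wells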
aDG glyco up: increases alpha dystroglycan glycosylation; Pro5-aDG cells, alpha-DG glycosylation AlphaScreen (IIH6); 0% Pro5, 100% B10-LARGE cell signal; activation, % at 10 µM; 0.22% of 360,000 active;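 active = activation of at least 8% versus controls, or a plate z-score of at least 8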;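 note: Pro5 are CHO cells carrying HIG-tagged alpha-DG that lacks glycosylation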
NOD2-RIPK2 inh: NOD2-RIPK2 protein interaction inhibition; O43353; CHO BLA complementation NOD2-RIPK2, CCF4 ratio; inhibition, % at 4.98 µM; 0.38% of 360,000 active; AID 624267; in the data active = inhibition above about 21%;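 note: 0% = vehicle only and 100% = reference blocker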
Target sequence (O43353 whole entry, looked up): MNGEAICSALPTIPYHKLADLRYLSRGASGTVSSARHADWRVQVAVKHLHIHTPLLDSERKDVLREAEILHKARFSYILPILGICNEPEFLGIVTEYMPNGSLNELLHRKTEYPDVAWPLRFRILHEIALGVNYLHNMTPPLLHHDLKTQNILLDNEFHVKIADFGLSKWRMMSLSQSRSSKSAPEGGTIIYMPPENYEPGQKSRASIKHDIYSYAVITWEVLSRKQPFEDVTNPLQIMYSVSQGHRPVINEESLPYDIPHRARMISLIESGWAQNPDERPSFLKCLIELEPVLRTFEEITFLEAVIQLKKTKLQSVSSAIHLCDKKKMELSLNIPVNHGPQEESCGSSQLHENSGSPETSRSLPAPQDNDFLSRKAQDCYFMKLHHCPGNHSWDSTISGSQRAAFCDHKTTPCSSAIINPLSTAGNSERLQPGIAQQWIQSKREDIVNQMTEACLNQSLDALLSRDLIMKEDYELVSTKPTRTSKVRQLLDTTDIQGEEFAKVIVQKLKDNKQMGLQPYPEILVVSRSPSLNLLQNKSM
MC4R ag barr: human MC4R agonism via beta-arrestin; P32245; U2OS MC4R beta-arrestin complementation, luminescence; percent of melanotan II response, DMSO zero; activation, % at 8.9 µM; 0.98% of 360,000 active;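 active = activation above a per-plate cutoff, the mean activation of sample wells on that plate plus 3 SD, cut at about 8% in these data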
ABCB6 inh 2: human ABCB6 transporter inhibition; Q9NP58; K562-ABCB6 porphyrin accumulation, flow cytometry, 1 h; stronger effect = lower value; fluorescence ratio to DMSO, % at 10 µM; 0.19% of 360,000 active; AID 602162;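 active = fluorescence ratio to DMSO below 75%, the collection mean minus 3 SD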;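 note: signal is porphyrin accumulated inside mitochondria; 100% equals median channel fluorescence of DMSO control wells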
* marks the source's active call; other numbers are inactive results; . = no result given. The list is partial. The share of hits here may be higher or lower than overall.

#1 CCc1cccc(NC(=O)COC(=O)/C=C/c2cccs2)c1
#2 COC(=O)/C=C1\N/C(=N\c2nc(C)cc(C)n2)N(c2ccc(Cl)cc2)C1=O
#3 COC(=O)C1CSc2[nH]c(=O)sc2C1c1ccc(OC)c(OC)c1 (configuration not stated)
#4 Cc1ccc(NC(=O)NCCCc2ccccc2)cc1
#5 COc1cccc(CNC(=O)Cn2cccc2)c1
#6 CCOc1ccccc1C(=O)NC1CC2CCCC(C1)N2Cc1nnnn1Cc1ccco1 (configuration not stated)
#7 CCCCN1CCc2c([nH]c3ccc(C)cc23)C1=O
#8 Cc1cc(OCC(=O)NC(Cc2ccc(Cl)cc2)C(=O)O)c2c(C)cc(=O)oc2c1 (configuration not stated)
#9 COC(=O)c1cc(NC(=O)Cc2ccccc2[N+](=O)[O-])cc(C(=O)OC)c1
#10 CCOc1ccccc1N1CCN(CC(=O)Nc2nnc(CC)s2)CC1

assay / entry,1,2,3,4,5,6,7,8,9,10
Granule exo inh,-1.0,4.0,3.1,-1.5,2.1,1.8,-0.8,-7.0,4.8,2.7
MC4R antag cAMP,-1.7,5.2,-3.4,8.5,8.6,9.9,-4.0,5.1,0.5,10.0
N-glyco inh,0.8,1.6,1.5,-1.7,-0.2,-1.5,-5.6,-0.9,2.8,0.3
Vif imaging,3.8,-2.3,-59.3,-5.0,5.6,-28.2,6.2,4.2,1.1,-11.5
ABHD5 PLIN5 PPI,-7.8,17.7,-2.3,-8.3,-0.1,7.3,-1.8,-1.0,3.6,1.5
TLR9-MyD88 block,7.7,.,-1.6,1.1,2.6,-3.1,-0.9,-3.0,1.5,-1.8
aDG glyco up,0.1,0.2,0.2,-0.1,0.1,0.1,0.5,0.0,-0.2,0.2
NOD2-RIPK2 inh,-2.4,-7.2,-9.7,-0.7,-11.1,-0.5,6.1,2.2,-11.0,-6.9
MC4R ag barr,0.6,0.6,1.2,1.0,2.7,-0.6,0.5,0.4,-0.1,-0.4
ABCB6 inh 2,101.0,161.0,103.0,97.0,98.0,94.0,98.0,92.0,105.0,89.0

#11 COCCCNC(=O)c1ccccc1Oc1ccccc1
#12 CC1=CCC2C(=O)N(c3ccc4ccccc4n3)C(=O)C2C1 (configuration not stated)
#13 COCC(=O)NCCc1nc2ccccc2[nH]1
#14 CCOC(=O)CN(C(=O)CNC(=O)c1cccs1)C(C(=O)NC1CCCC1)c1ccncc1 (configuration not stated)
#15 O=c1c(C=NCc2cccnc2)c(C(F)(F)F)[nH]n1-c1nc2ccccc2s1
#16 Cc1cc(C(=O)Cn2cncn2)c(C)n1CCc1ccc(F)cc1
#17 Cc1ccc(C)c(C(=O)N2CCC(n3nccc3NC(=O)C3CC3)CC2)c1
#18 CCOc1ccc(C2C(C#N)=C(N)N3C(=C2C#N)Sc2ccccc23)cc1 (configuration not stated)
#19 CS(=O)(=O)c1ccc(Cl)c(NC(=O)COC(=O)CNC(=O)c2ccccc2)c1
#20 COc1ccccc1C(=O)N1CCN(Cc2cn[nH]c2-c2ccc(F)cc2F)CC1

assay / entry,11,12,13,14,15,16,17,18,19,20
Granule exo inh,-0.3,11.4,3.5,-2.1,-1.7,-2.8,-2.9,-3.2,-2.7,3.3
MC4R antag cAMP,2.0,1.1,0.2,5.9,0.4,1.5,7.4,-1.4,8.0,-10.5
N-glyco inh,1.5,-0.8,1.8,3.7,-11.8,-1.0,2.2,-2.0,1.0,-2.1
Vif imaging,-5.7,.,3.8,-3.7,.,1.1,-2.3,16.3,-4.9,-10.0
ABHD5 PLIN5 PPI,1.2,-3.3,5.7,-2.9,-2.2,-9.8,-2.7,-6.6,3.7,3.9
TLR9-MyD88 block,-0.8,2.5,2.5,-2.2,5.8,6.3,7.9,2.7,4.7,1.1
aDG glyco up,0.0,2.4,-0.2,-0.3,0.0,-0.1,0.3,0.5,-0.3,0.2
NOD2-RIPK2 inh,2.6,-3.3,-1.6,-7.8,4.6,9.4,-2.7,-3.4,5.5,-8.3
MC4R ag barr,-2.0,-1.5,-2.5,-1.3,-2.9,-0.1,-2.3,-1.8,-1.0,-1.1
ABCB6 inh 2,99.0,112.0,100.0,96.0,97.0,98.0,103.0,104.0,97.0,97.0

Complete entries, quoted from the list. Screens in order: Granule exo inh, MC4R antag cAMP, N-glyco inh, Vif imaging, ABHD5 PLIN5 PPI, TLR9-MyD88 block, aDG glyco up, NOD2-RIPK2 inh, MC4R ag barr, ABCB6 inh 2
CCOC(=O)CN(C(=O)CNC(=O)c1cccs1)C(C(=O)NC1CCCC1)c1ccncc1 (configuration not stated) is listed with -2.1, 5.9, 3.7, -3.7, -2.9, -2.2, -0.3, -7.8, -1.3, 96.0
CC1=CCC2C(=O)N(c3ccc4ccccc4n3)C(=O)C2C1 (configuration not stated) is listed with 11.4, 1.1, -0.8, ., -3.3, 2.5, 2.4, -3.3, -1.5, 112.0

(list continues)
#21 O=C(CSc1nnc(-c2ccccn2)n1Cc1ccccc1)N1CCCC1
#22 Cc1ccc(NC(=O)C2CCN(S(=O)(=O)c3cccc4nonc34)CC2)cc1
#23 O=C1CC(C(F)(F)F)=NN1
#24 NC(=O)C1CCN(C(=S)NCCc2ccccc2)CC1
#25 O=C(CCC(=O)N1CCN(C2CCCC2)CC1)Nc1nnc(C(F)(F)F)s1
#26 CN(C)C(CNC(=S)Nc1cccc(Cl)c1)c1ccccc1 (configuration not stated)
#27 COc1ccc(C(=O)COc2ccccc2C(=O)Nc2ccccc2)cc1
#28 O=C(N/N=C/c1ccc[nH]1)c1ccccc1OCc1ccccc1Cl
#29 COc1ccc(C(C)C)cc1S(=O)(=O)Nc1ccncc1
#30 CCOC(=O)Cn1c(=O)sc2ccccc21

assay / entry,21,22,23,24,25,26,27,28,29,30
Granule exo inh,-1.6,-6.3,1.8,0.1,7.8,2.7,-0.6,5.3,-0.4,-4.7
MC4R antag cAMP,16.7,14.8,3.2,1.8,6.8,3.6,15.7,5.7,1.0,3.8
N-glyco inh,0.7,-2.2,2.9,1.5,-0.3,-3.0,-2.6,7.0,0.8,0.8
Vif imaging,12.0,15.0,-3.5,-0.5,.,-1.0,-6.5,-6.8,23.2,8.8
ABHD5 PLIN5 PPI,0.4,-14.6,1.1,3.8,-0.2,0.1,-2.4,-0.4,3.7,2.4
TLR9-MyD88 block,1.9,-2.1,.,-0.4,-6.9,-9.8,-15.8,5.2,10.3,3.8
aDG glyco up,0.2,-0.1,0.0,-0.2,-0.1,0.2,0.1,-0.1,0.0,-0.6
NOD2-RIPK2 inh,-2.9,-3.8,-2.5,-2.5,-3.5,-0.7,0.1,1.8,-6.8,4.2
MC4R ag barr,0.9,4.4,0.2,0.3,-0.9,-0.2,-1.8,-1.7,-2.0,0.2
ABCB6 inh 2,93.0,93.0,91.0,98.0,94.0,98.0,78.0,96.0,100.0,100.0

#31 Cc1cc(=O)[nH]c(N/N=C/c2c(C)oc3ccccc23)n1
#32 COC(=O)c1sc(-c2ccc(C(C)(C)C)cc2)cc1NC(=O)CSCC(=O)O
#33 CCOC(=O)c1cnc(SCC#N)nc1N
#34 CCC(=O)Nc1ccc(C(=O)N/N=C/c2ccc([N+](=O)[O-])cc2)cc1
#35 COc1ccc(OC)c(NC(=O)c2ccccc2N(C)S(=O)(=O)c2ccc(C)cc2)c1
#36 C=CCN(c1ccccc1)S(=O)(=O)c1cccc(C(=O)Nc2nc3ccccc3[nH]2)c1
#37 CCCCC(=O)O[C@]1(C(=O)CO)CC[C@H]2[C@@H]3CCC4=CC(=O)CC[C@]4(C)[C@H]3[C@@H](O)C[C@@]21C
#38 O=C(O)C1CCN(c2ccc(S(=O)(=O)N3CCOCC3)cc2[N+](=O)[O-])CC1
#39 COc1ccc(CN2CCN(Cc3cccc4nonc34)CC2CCO)c(C)c1C (configuration not stated)
#40 CCOc1ccc(/C(O)=C2\C(=O)C(=O)N(c3cc(C)on3)C2c2ccccc2OC)cc1 (configuration not stated)

assay / entry,31,32,33,34,35,36,37,38,39,40
Granule exo inh,2.9,10.2,0.6,0.6,61.0*,6.6,1.5,1.4,0.2,-0.5
MC4R antag cAMP,1.9,14.3,12.8,6.5,6.9,14.2,10.2,7.6,16.7,17.8
N-glyco inh,2.4,-1.2,0.3,0.7,-1.4,-4.5,5.1,1.1,-2.0,1.9
Vif imaging,-9.2,-3.7,-0.8,15.6,-6.9,4.0,-13.6,-9.9,-3.9,2.4
ABHD5 PLIN5 PPI,0.8,7.0,-3.5,2.0,5.8,5.6,-6.2,7.7,0.8,-3.2
TLR9-MyD88 block,1.4,6.1,-10.2,-0.7,-5.9,-5.7,5.2,1.6,-1.0,-7.8
aDG glyco up,0.2,-0.1,-0.1,-0.3,0.1,0.2,0.1,0.0,0.1,0.1
NOD2-RIPK2 inh,0.3,-14.5,-9.0,-9.3,-0.9,1.7,-4.4,0.5,-1.9,0.6
MC4R ag barr,-2.1,4.3,-1.9,-0.2,-0.1,0.9,0.7,-2.8,-0.5,0.3
ABCB6 inh 2,94.0,100.0,98.0,97.0,92.0,103.0,97.0,97.0,100.0,106.0

Entries by screen from the list.
Entries 31 to 40 in TLR9-MyD88 block, in turn: 1.4, 6.1, -10.2, -0.7, -5.9, -5.7, 5.2, 1.6, -1.0, -7.8

New compounds follow
#41 Nc1nc2n(n1)C(c1c(F)cccc1Cl)CC(c1ccc(F)cc1)N2 (configuration not stated)
#42 O=C(Nc1cccc(C(F)(F)F)c1)C1=CC=CN2CCS(=O)(=O)N=C12
#43 CC(C)(C)c1ccc(NC(=O)c2ccc(=O)[nH]n2)cc1
#44 Cc1ccc(SCC(=O)NC2CCS(=O)(=O)C2)cc1 (configuration not stated)

assay / entry,41,42,43,44
Granule exo inh,-1.2,4.2,13.2,2.0
MC4R antag cAMP,-1.7,8.0,2.1,1.6
N-glyco inh,1.5,3.1,-9.2,4.0
Vif imaging,-2.3,4.1,-2.6,3.7
ABHD5 PLIN5 PPI,4.6,-5.3,7.2,-9.2
TLR9-MyD88 block,-0.9,3.6,1.6,11.3
aDG glyco up,0.0,-0.2,0.0,-0.3
NOD2-RIPK2 inh,-16.1,6.4,-7.6,-8.1
MC4R ag barr,-1.0,-3.5,-0.1,2.2
ABCB6 inh 2,97.0,101.0,89.0,96.0
